# Compound activity deposited in PubChem by National Center for Advancing Translational Sciences (NCATS).
# Pol III holo inh: qHTS Assay for Inhibitors of DNA Polymerase III Holoenzyme System. reconstituted DNA polymerase III holoenzyme replication, biochemical. Potency, µM (highest dose often 57.1 µM), inactives show at the highest dose activity change, negative = inhibition. 0.25% of 71,000 active; note: potency is the fitted concentration of half-maximal effect; % is set by controls: 0 for no effect and ±100 for the full control effect
#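 Reconstituted *E. coli* holoenzyme (0.35 nM Pol III, 1 nM beta, 154 nM SSB, 2 nM primase) was preincubated with compound for 15 min at RT. Synthesis on 1.4 nM ssM13Gori ran 35 min, then was stopped with PicoGreen/EDTA and read as dsDNA fluorescence.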
# HADH2 inh: qHTS Assay for Inhibitors of HADH2 (Hydroxyacyl-Coenzyme A Dehydrogenase, Type II). 3-hydroxyacyl-CoA dehydrogenase type-2 (Homo sapiens), Q99714. recombinant HADH2, NADH fluorescence, beta-hydroxybutyryl-CoA. Potency, µM (top dose mostly 57.1 µM), inactives show top-dose activity change, negative = inhibition, actives largely listed as inhibitors. 3.4% of 73,000 active; note: potency is the fitted concentration of half-maximal effect; % is set by controls: 0 for no effect and ±100 for the full control effect; nearly all actives have a fitted effect of over 60% in size; many of its hits are not listed in these tables
# Target sequence (Q99714 whole entry, looked up, one chain of several): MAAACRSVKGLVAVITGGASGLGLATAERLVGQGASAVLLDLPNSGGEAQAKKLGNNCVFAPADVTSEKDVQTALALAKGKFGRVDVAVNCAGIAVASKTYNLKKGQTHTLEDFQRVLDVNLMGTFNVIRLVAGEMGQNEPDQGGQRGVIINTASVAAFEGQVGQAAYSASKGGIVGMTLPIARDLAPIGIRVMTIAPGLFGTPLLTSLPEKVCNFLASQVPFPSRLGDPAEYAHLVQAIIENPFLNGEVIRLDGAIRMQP
#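 Buffer 100 mM Tris-HCl pH 9.0/0.01% Tween-20; HADH2 20 nM; NAD+ 1 mM; beta-hydroxybutyryl-CoA 90 uM (all final). 15 min cpd preincubation, RT.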
# BRCT inh red: qHTS Assay for Inhibitors of BRCT-Phosphoprotein Interaction (Red Fluorophore). Breast cancer type 1 susceptibility protein (Homo sapiens), P38398. BRCT-phosphopeptide binding, red fluorescence polarization. Potency, µM (top dose mostly 76.9 µM), for the others: at the top dose activity change, negative = inhibition, most hits filed as inhibitors. 0.03% of 75,000 active. AID 892, 2007; note: % is set by controls: 0 for no effect and ±100 for the full control effect
#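 Rhodamine-labelled pBACH1 10-mer (100 nM) bound to BRCT domain (100 nM) at pH 7.3; compounds incubated 12 min room temperature, polarization read. Free peptide defines full inhibition; unlabelled decapeptide titrated as control.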
# GFP derepression: qHTS Assay for Epigenetic Modulators | mouse C127i GFP locus derepression, cytometry, 30 h | Potency, µM (top dose mostly 46.1 µM), without a hit: at the top dose GFP derepression (activation) | 0.09% of 68,000 active | AID 597, 2007; note: % of control where 0% means no effect
#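 Locus derepression in mouse mammary C127i cells whose integrated CMV-GFP reporter is normally silent; GFP expression after 30 h compound treatment was quantified by counting fluorescent cells.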
# USP2a inh: qHTS Assay for Inhibitors of Ubiquitin-specific Protease USP2a; AID 927, 2007; 0.1% of 60,000 active; Ubiquitin carboxyl-terminal hydrolase 2 (Homo sapiens), O75604; Potency, µM (highest dose often 38.3 µM), without a hit: top-dose activity change, negative = inhibition, hits mostly inhibitors; USP2a enzymatic assay, qHTS inhibition;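 note: potency is the fitted concentration of half-maximal effect; nearly all actives have a fitted effect of over 60% in size; plate controls were DMSO for no effect and NEM full inhibition control for full effect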
# Target sequence (O75604 whole entry, looked up): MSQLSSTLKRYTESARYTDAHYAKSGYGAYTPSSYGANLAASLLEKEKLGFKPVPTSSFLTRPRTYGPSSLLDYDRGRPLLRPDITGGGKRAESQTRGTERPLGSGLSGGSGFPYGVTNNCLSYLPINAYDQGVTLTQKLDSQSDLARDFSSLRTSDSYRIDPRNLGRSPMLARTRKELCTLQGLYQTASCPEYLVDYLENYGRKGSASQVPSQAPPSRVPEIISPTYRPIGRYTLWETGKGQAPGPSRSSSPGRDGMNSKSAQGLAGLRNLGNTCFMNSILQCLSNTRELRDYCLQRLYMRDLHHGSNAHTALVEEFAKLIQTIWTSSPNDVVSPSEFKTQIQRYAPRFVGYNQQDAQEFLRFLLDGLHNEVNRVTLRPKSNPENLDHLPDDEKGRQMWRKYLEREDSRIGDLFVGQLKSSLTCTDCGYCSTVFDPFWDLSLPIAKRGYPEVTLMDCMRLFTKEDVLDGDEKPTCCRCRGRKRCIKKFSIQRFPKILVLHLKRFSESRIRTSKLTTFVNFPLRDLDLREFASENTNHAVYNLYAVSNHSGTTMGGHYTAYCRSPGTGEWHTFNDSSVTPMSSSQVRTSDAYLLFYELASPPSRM
#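 USP2 core (20 nM final) was preincubated with compound for 30 min at RT in 20 mM Tris-HCl pH 8.0, 2 mM CaCl2, 2 mM beta-mercaptoethanol; Ub-PLA2 (20 nM) plus NBD C6-HPC (20 uM) then added, fluorescence read after 2.5 h.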
# 15-hLO inh: qHTS Assay for Inhibitors of 15-hLO (15-human lipoxygenase). Polyunsaturated fatty acid lipoxygenase ALOX15 (Homo sapiens), P16050. purified 15hLO-1, xylenol orange hydroperoxide absorbance. Potency, µM (highest dose often 57.1 µM), for inactives: at the top dose activity change, negative = inhibition, most hits filed as inhibitors. 1.4% of 74,000 active; note: potency is the fitted concentration of half-maximal effect; % is set by controls: 0 for no effect and ±100 for the full control effect; nearly all actives have a fitted effect of over 55% in size
#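 Purified human 15hLO-1 (40 nM final) in 25 mM Hepes pH 7.5, 0.01% Triton X-100 was preincubated with compound 15 min at room temperature, then reacted 6 min with 50 uM arachidonic acid; hydroperoxide detected by Fe-XO, 573/405 nm absorbance ratio.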
# HBB splice mod: qHTS Assay for Modulators of Hemoglobin Beta Chain Splicing; AID 925, 2007; 0.06% of 65,000 active; Potency, µM (highest dose often 46.1 µM), for the others: at the highest dose activation, most hits filed as activators; HBB splicing reporter cell assay, activation; EGFP reporter with mutant IVS2-654 intron; response scale: normalised to 500 nM splice-correcting PNA; note: potency is the fitted concentration of half-maximal effect; 0% is about no effect
#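 HeLa cells stably expressing EGFP interrupted by mutant beta-globin intron 2 (IVS2-654), 500/well in 2% FCS. Treated with compound for 2 days at 37C. Splicing correction scored as total well GFP intensity (488 nm excitation, 500-520 nm emission); 500 nM antisense PNA served as control.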
# Hsp90 Hop PPI: qHTS Assay for Disrupters of an Hsp90 Co-Chaperone Interaction; Potency, µM (top dose mostly 57 µM), for inactives: at the top dose activity change, negative = inhibition; AID 595, 2007; 0.44% of 71,000 active; AlphaScreen TPR2A-His6 binding biotin-Hsp90 C-terminal peptide; Hsp90 C-terminal peptide / TPR2A (Hop) interaction, human; active = well fitted curve in either direction with a large enough effect; inconclusive = small, poorly fitted or top-dose-only effect, or another doubt; note: potency is the fitted concentration of half-maximal effect; % is set by controls: 0 for no effect and ±100 for the full control effect; many of its hits are not listed in these tables
# BRCT PPI green: qHTS Assay for Inhibitors of BRCT-Phosphoprotein Interaction (Green Fluorophore); Breast cancer type 1 susceptibility protein (Homo sapiens), P38398; BRCA1 BRCT-phosphopeptide binding, green fluorescence polarization; Potency, µM (highest dose often 76.9 µM), for the others: at the top dose activity change, negative = inhibition, usual class: inhibitors; 0.05% of 75,000 active; AID 875, 2007;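 note: potency is the fitted concentration of half-maximal effect; plate controls were peptide without protein for full effect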
#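 Compounds were incubated for 12 min at room temperature with a complex of 100 nM fluorescein-tagged pBACH1 decapeptide and 250 nM His-tagged BRCT protein. Buffer was phosphate pH 7.3 with EDTA, DTT and Tween 20. Disruption of binding lowers the polarization signal.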
# CRE-bla Fsk: Cell signaling CRE-BLA (Fsk stim). CHO CRE-bla reporter (cAMP response element driving beta-lactamase), forskolin EC10, beta-lactamase ratio. Potency, µM (highest dose often 38.2 µM), for inactives: at the top dose activity change, negative = inhibition, usual class: activators. 2.5% of 71,000 active. AID 662, 2007; active = well fitted activation curve with a large enough effect in the signal ratio, with a control signal flat, not every such curve was filed as active; inconclusive = small, poorly fitted or top-dose-only effect, or effect the other way, or a change in a side signal; the % refers to the signal ratio; note: potency is the fitted concentration of half-maximal effect; % of control where 0% means no effect
#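 Beta-lactamase reporter under a cAMP responsive element in CHO cells; compounds tested in titration series against EC10 NKH 477, 3 h at 37 °C. Read-out: CCF4 FRET ratio 460nm/530nm (excitation 405nm) giving %Activity, fitted to AC50.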
# Ub-GFP proteasome: Ubiquitin-GFP Assay. Ubiquitin-GFP reporter cells, proteasome inhibition, GFP fluorescence; response scale: untreated = 0%, 10 µM MG-132 = 100%. Potency, µM (highest dose often 45.9 µM), for inactives: top-dose activation (GFP accumulation), hits mostly activators. 67,000 tested, under 10 active. AID 526, 2006; active = well fitted activation curve with a large enough effect, not every such curve was filed as active; inconclusive = small, poorly fitted or top-dose-only effect, or another doubt; inactive = no such curve, though single readings can be large or run the other way; note: potency is the fitted concentration of half-maximal effect
#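 Proteasome blockade was scored as a rise in GFP-expressing U2OS cells carrying a ubiquitin(G76V)-GFP construct, imaged after 4 hr compound treatment at 37 °C across a 46 uM–2.9 nM series.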
# An asterisk follows results filed as active; i = inactive; ? = inconclusive; nt = no result given; [ ] = another dose, or the depositor's remark. Unless noted, calls come from the whole dose curve; as a rule, active = well fitted curve in the direction sought with a large enough effect; inconclusive = small, poorly fitted or top-dose-only effect, or another doubt; inactive = no such curve, though single readings can be large; an effect the other way counts as inactive or inconclusive.
SMILES,Pol III holo inh,HADH2 inh,BRCT inh red,GFP derepression,USP2a inh,15-hLO inh,HBB splice mod,Hsp90 Hop PPI,BRCT PPI green,CRE-bla Fsk,Ub-GFP proteasome
CC(C)C[C@@H](CC(=O)N[C@H](CC(=O)N[C@@H]1CCCC[C@H]1C(=O)N[C@H](CC(=O)N[C@@H](CCC(=O)O)CC(=O)O)Cc1c[nH]c2ccccc12)C(C)C)NC(=O)[C@@H]1CNCC[C@H]1N,-6%,-10%,nt,nt,nt,nt,0.0%,-11%,nt,-16%,nt
COc1ccc(C(c2nnnn2Cc2cccs2)N2CCC(C(N)=O)CC2)c(OC)c1 (configuration not stated),-2%,1%,-2.5%,1%,0%,-1%,-1.5%,-1%,-3.1%,?,-6%
COc1ccc2[nH]c(C)c(CCN3C(=O)C4C5C=CC(C5)C4C3=O)c2c1 (configuration not stated),-3%,-12%,-0.2%,nt,nt,-12%,-0.3%,-8%,-1.6%,4%,5%
O=C(O)c1cccc(C(=O)O)c1S(=O)Cc1ccccc1 (configuration not stated),-8%[11.4 µM],-1%[11.4 µM],-0.7%[15.4 µM],2%[9.22 µM],nt,-2%[11.4 µM],5.2%[9.22 µM],2%[11 µM],-4.0%[15.4 µM],-3%[7.6 µM],-2%[9.17 µM]
O=S(=O)(NC1=NCCCCC1)c1cccs1,0%,6%,-1.0%,0%,-1%,1%,9.6%,1%,-1.4%,2%,11%
CCOc1ccccc1NC(=O)NC1(C(=O)N2CCN3CCCC3C2)CCCCC1 (configuration not stated),0%,6%,-0.3%,-2%,-2%,3%,-5.9%,-1%,-2.2%,4%,-5%
CCCCn1c(N)c(Sc2ccc(C)cc2)c(=O)[nH]c1=O,-3%,-9%,-0.5%,-2%,-1%,-1%,-0.2%[57.5 µM],1%,-3.5%,-10%,-1%
COc1ccc(-c2c3c(nc4sc(C(=O)Nc5cc(C)on5)c(N)c24)CCC3)cc1,5%,?,-1.2%,-2%,29%,-19%,0.1%,12%,0.7%,?,-6%
CC1=C(\C=C/C(C)=C/C=C\C(C)=C\C(=O)O)C(C)(C)CCC1,-4%,?,-2.8%,0%,7%,?,0.6%[20.6 µM],-6%,-1.9%,?,1%
Cc1nnc(Sc2nc(Sc3nnc(C)s3)nc(N3CCN(C)CC3)n2)s1,-5%,?,-0.1%,0%,1%,-2%,nt,-1%,0.1%,-8%,5%
CN(C(=O)c1ccncc1)c1nnc(-c2ccccn2)s1,0%,i,-0.8%,-1%,-9%,-9%,-0.3%,-12%,-3.9%,14%,-1%
CCN(C(=O)c1sc(N)c(C#N)c1C)C1CCCCC1,-5%,-1%,0.6%,2%,3%,-2%,-2.8%,-4%,-0.2%,-6%,-12%
Cn1c(=O)[nH]c(=O)c2c1nc(NCc1ccccc1)n2CC(O)c1ccccc1 (configuration not stated),-11%,3%,-2.0%,-3%,17%,-4%,6.6%,-6%,-11%,-10%,22%
COC(=O)CNC(=O)COC(=O)C(Cc1ccccc1)NC(=O)c1ccco1 (configuration not stated),-7%,8%,-2.5%,0%,4%,7%,0.9%,?,-3.9%,?,1%
N#CCSc1nnc(COc2ccc3ccccc3c2)o1,0%,2%,-0.6%,-1%,0%,-11%,nt,-10%,1.1%,-1%,3%
COc1ccc(-c2cn[nH]c2N)c(OC)c1,-1%,-9%,0.9%,-1%,22%,3%,0.8%,-11%,-0.2%,?,-3%
Cc1cc2c(s1)c1cnn(Cc3ccccc3F)c(=O)c1n2C,-5%,-6%,1.0%,-3%,7%,5%,nt,0%,2.2%,?,4%
O=C(c1ccncc1)N1CCC[C@@]2(CCN(Cc3ccccc3)C2)C1,8%,4%,0.3%,14%[9.22 µM],13%,-9%,1.7%,-7%,-2.1%,-10%,0%
O=C(NC1CCCC1)C(c1cccs1)N(C(=O)c1ccco1)c1ccc2c(c1)OCCO2 (configuration not stated),-1%,12%,-0.1%,2%,31%[activator],-10%,nt,-7%,0.4%,-2%,-1%
COc1ccc(Cn2c(=O)[nH]c3cc(C(=O)NCc4ccc5c(c4)OCO5)ccc3c2=O)cc1,-4%,9%,-0.5%,30%,-1%,-17%,-0.4%,-4%,-0.2%,?,2%
COC(=O)C[C@@H]1O[C@H]1[C@H](C)[C@@H](OC)C(C)C,nt,2%[11.4 µM],-0.5%[15.4 µM],nt,nt,-6%[11.4 µM],1.2%[9.22 µM],nt,-0.9%[15.4 µM],nt,nt
O=C(O)C1CCCCC1C(=O)N1CC=C(c2ccccc2)CC1 (configuration not stated),9%,6%,0.8%,0%,3%,-18%,-8.8%,1%,0.1%,?,-7%
CC(=O)n1cc(Nc2ccccc2C(=O)O)c2ccccc21,0%,20µM*,1.0%,-6%,-9%,-7%,-6.0%,-1%,-2.4%,-6%,10%
O=C(CCNC(=O)Cn1cnc2ccccc2c1=O)NCC1COc2ccccc2O1 (configuration not stated),4%,0%,-2.1%,2%,1%,10%,-0.2%,-2%,0.5%,2%,8%
CCOC(=O)NC(=O)CSc1nc2ccc(OCC)cc2[nH]1,-6%,-3%,-0.4%,0%,3%,0%,-0.5%,-5%,-1.6%,?,13%
Cc1ccc(CNC(=O)[C@H]2C[C@@H]2[C@H](NP(=O)(c2ccccc2)c2ccccc2)c2ccccc2)c(F)c1F,-8%,7%,0.3%,nt,nt,nt,3.2%,-1%,-3.4%,0%,nt
CCOC(=O)C1C(=O)OC2(CCCC2)C1C(=O)OCC (configuration not stated),-3%,6%,1.4%,2%,3%,5%,2.9%,-4%,-2.0%,5%,6%
CCOCC(=O)Nc1cc(OC)c(Cl)cc1OC,-4%,-17%,1.0%,0%,6%,-5%,-0.8%,0%,0.5%,10%,-7%
CCNc1ncc2nc(-c3cc(F)cc(F)c3)c(=O)n(CCc3ccccc3)c2n1,-1%,0%,-7.6%,2%[9.22 µM],144%[activator],-5%,?,-14%,-5.5%,?,4%
COc1ccc2sc(NC(C)=O)nc2c1,-7%,-3%,-0.3%,-1%,-9%,1%,-0.3%,-1%,-1.1%,12%,2%

# As entered above:
# Result for O=C(c1ccncc1)N1CCC[C@@]2(CCN(Cc3ccccc3)C2)C1 under 15-hLO inh: -9%
# Result for O=C(CCNC(=O)Cn1cnc2ccccc2c1=O)NCC1COc2ccccc2O1 (configuration not stated) under 15-hLO inh: 10%
# Result for Cc1nnc(Sc2nc(Sc3nnc(C)s3)nc(N3CCN(C)CC3)n2)s1 under BRCT inh red: -0.1%
# Result for CC(=O)n1cc(Nc2ccccc2C(=O)O)c2ccccc21 under Ub-GFP proteasome: 10%

# 2 compounds drawn at random from those above:
SMILES,Pol III holo inh,HADH2 inh,BRCT inh red,GFP derepression,USP2a inh,15-hLO inh,HBB splice mod,Hsp90 Hop PPI,BRCT PPI green,CRE-bla Fsk,Ub-GFP proteasome
CCN(C(=O)c1sc(N)c(C#N)c1C)C1CCCCC1,-5%,-1%,0.6%,2%,3%,-2%,-2.8%,-4%,-0.2%,-6%,-12%
COc1ccc(-c2c3c(nc4sc(C(=O)Nc5cc(C)on5)c(N)c24)CCC3)cc1,5%,?,-1.2%,-2%,29%,-19%,0.1%,12%,0.7%,?,-6%

# An excerpt; count on the stated rates, not on these rows.
